Source: PubChem (Fisher Drug Discovery Resource Center)
hcGAS lum: blocks human cGAS activity. Q8N884. recombinant h-cGAS, ATP depletion, Kinase-Glo luminescence. inhibition, % at 12.5 µM. actives 0.081% (n = 290,000). AID 1259398;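 further: 0% = vehicle reaction and 100% = reaction without DNA for no activity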
Target sequence (Q8N884 whole entry, looked up): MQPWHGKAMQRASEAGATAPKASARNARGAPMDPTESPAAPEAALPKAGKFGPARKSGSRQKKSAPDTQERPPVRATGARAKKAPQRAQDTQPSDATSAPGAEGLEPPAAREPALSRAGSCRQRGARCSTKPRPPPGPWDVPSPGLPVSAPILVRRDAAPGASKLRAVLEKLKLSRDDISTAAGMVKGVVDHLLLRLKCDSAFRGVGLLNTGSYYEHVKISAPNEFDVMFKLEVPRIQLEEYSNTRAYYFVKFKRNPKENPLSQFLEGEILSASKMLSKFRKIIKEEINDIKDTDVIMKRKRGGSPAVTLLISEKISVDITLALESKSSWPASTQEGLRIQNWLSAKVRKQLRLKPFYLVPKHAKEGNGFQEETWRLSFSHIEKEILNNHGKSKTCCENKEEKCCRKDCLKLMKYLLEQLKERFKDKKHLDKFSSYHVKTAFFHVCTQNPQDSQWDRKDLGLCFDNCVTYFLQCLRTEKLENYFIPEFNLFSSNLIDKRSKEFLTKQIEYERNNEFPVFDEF
NPYLR7 ag: activates Aedes aegypti NPYLR7 receptor. HEK293T NPYLR7/Galpha15, GCaMP6s calcium fluorescence. actives 0.15% (n = 270,000). activation, % at 10 µM; in the data active means activation above about 40%;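 further: 0% = vehicle and 100% = reference agonist at the receptor; some compounds past the cut are filed as inactive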
mcGAS inh: blocks mouse cGAS activity. Q8C6L5. recombinant cGAS, Kinase-Glo ATP depletion luminescence. inhibition, % at 12.5 µM. actives 0.15% (n = 160,000). AID 1259399;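 further: 0% = negative control wells and 100% = reference inhibitor with no enzyme activity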
An asterisk follows results filed as active; · = not tested or not shown. Unless noted, no stated cut-off is given here; in the data, active means inhibition above about 40%; inactive means the rest.

Every second line gives: hcGAS lum, NPYLR7 ag, mcGAS inh
1) CCCCNC(=O)c1c(-c2ccccc2Cl)noc1C
 : 3.3, 5.2, ·
2) N=c1ccn2c(n1)OC1C(O)[C@@H](CO)O[C@H]12 (stereo partly drawn)
 : 1.3, 6.5, -2.0
3) CC1(C)CC2CC(C)(CN2C(=O)CCC2(Cc3ccc4ccccc4c3)CCC(=O)N2)C1 (stereo not drawn)
 : -2.7, 0.3, -6.8
4) CCOC(=O)N1CCN(C(=O)c2cccc(CC3CCNCC3)c2)CC1
 : 1.9, 5.4, -17.7
5) NS(=O)(=O)CCCC(=O)NCC12CC3CC(CC(C3)C1)C2
 : -4.6, 8.9, ·
6) CC(NC(=O)CCN(Cc1ccccc1)c1nc(-c2ccc(F)cc2)nc2ccccc12)c1ccccc1 (stereo not drawn)
 : 0.2, -1.7, -0.1
7) COc1ccc(/C=C2/C(=N)N3N=C(CC(C)C)SC3=NC2=O)cc1
 : -19.1, 0.6, 0.2
8) Cc1ccc(-c2nc3ccc(Br)cn3c2Nc2ccc3c(c2)OCO3)o1
 : 1.3, -1.9, ·
9) CC(=O)Nc1ccc(CN2C(=O)C(C)ON=C2c2cccc3ccccc23)cc1 (stereo not drawn)
 : 4.4, 5.9, ·
10) COc1ccc(OCC(=O)N=Nc2c(O)[nH]c3ccccc23)cc1
 : 2.4, -2.6, ·
11) Cn1cc(OCc2ccccc2)c(=O)cc1C(=O)NCCc1ccc(S(N)(=O)=O)cc1
 : -9.2, 0.6, ·
12) Cc1cnc(C(=O)OC(C)C(=O)NC(N)=O)cn1 (stereo not drawn)
 : 0.0, -3.5, ·
13) C[n+]1ccc2ccccc2c1
 : -1.9, 8.0, ·
14) O=C1OC(c2ccccc2)=C/C1=C1\c2ccccc2-c2ncccc21
 : -4.2, -11.2, -8.6
15) O=C(NC1CC1)C1COC2(CCN(C(=O)c3cccc(Cl)c3)CC2)N1C(=O)c1ccc(F)cc1 (stereo not drawn)
 : -3.0, -1.0, -3.7
16) CCc1noc(C)c1C(=O)Nc1ccc2nc(N3CCOCC3)sc2c1
 : -4.0, 8.3, -5.7
17) CN1C(=CC=NNC(N)=S)C(C)(C)c2ccccc21
 : -2.3, 3.0, -3.1
18) [O-][n+]1c2ccc3nonc3c2nn1-c1ccc(F)cc1
 : -1.6, 3.1, -6.8
19) O=C(c1cccnc1SC/C=C/c1ccccc1)N1CC[C@H](O)C1
 : -7.4, 8.6, ·
20) O=C1CCCN1CCC1CCCCN1C(=O)NCCc1ccc(F)cc1 (stereo not drawn)
 : 3.5, 5.3, ·
21) COc1ccc(N2CCN(C(=O)COc3ccc([N+](=O)[O-])cc3)CC2)cc1
 : -10.7, 7.4, ·
22) NC(=O)C1CCN(c2ccc3cccc(OCc4ccccc4F)c3n2)CC1
 : -6.2, 2.8, -8.8
23) COc1cc(C(=O)NNC(=O)COc2cc(C)c(Cl)c(C)c2)cc(OC)c1OC
 : -6.3, -1.1, ·
24) Fc1ccc(Oc2cncc(OCc3ccccc3)n2)cc1
 : -10.3, 12.5, ·
25) C=CCn1c(C)c(C)n2c3c(=O)n(Cc4ccccc4)c(=O)n(C)c3nc12
 : -1.8, -1.0, ·
26) Cc1ccc(N2CCn3c2nc2c3c(=O)n(Cc3cc(C)ccc3C)c(=O)n2C)cc1
 : 2.0, 2.8, -2.7
27) CCc1nc2ccc(C(=O)Nc3ccc4c(c3)OCC(=O)N4)cn2c1N(CCN(C)C)CC1CC1
 : -1.8, -4.2, 1.2
28) Cc1nn(C)c(Cl)c1C1CCCN1CC(=O)Nc1nccs1 (stereo not drawn)
 : -11.7, 4.0, -6.1
29) CC1=NOC(C)(C(=O)NCc2cccnc2N(C)Cc2ccccc2)C1 (stereo not drawn)
 : -1.1, 2.8, -17.0
30) CC(=O)c1ccc(-n2c(-c3ccco3)nc3nc4ccccc4nc32)cc1
 : -5.5, -1.1, -7.1
31) Cc1ccc(-n2cc(C(=O)N3CCC(NC(=O)Cc4cccs4)CC3)nn2)cc1
 : 0.5, -8.3, ·
32) Cn1cnnc1C1CCN(CN2C(=O)C(=O)c3cc4c(cc32)OCCO4)CC1
 : -14.4, -0.6, ·
33) C#CCNC(=O)NCc1[nH]ncc1Br
 : -6.0, 0.9, ·
34) CCOC(=O)c1cn[nH]c1S(=O)(=O)Nc1cc(C)cc(C)c1
 : -3.4, -1.1, -6.4
35) Cc1cc(Br)cc(C)c1NC(=O)c1cccn(OCc2ccccc2)c1=O
 : -0.4, 2.0, -5.4
36) CCn1nc(C(C)C)cc1C(=O)N1CCn2c(C(N)=O)cnc2C1
 : -5.4, 13.0, ·
37) COc1cccc(-c2ncc(CN3CCC(O)(CO)CC3)s2)c1
 : -0.8, -0.3, ·
38) CCC(O)(CC)c1ccc(CN(Cc2ccccc2C)CC2CCCO2)o1 (stereo not drawn)
 : -7.3, 16.9, -3.8
39) CCNC(=O)N(C1CC1)C1CCOC2(CCN(C(=O)CCn3nc(C)cc3C)CC2)C1 (stereo not drawn)
 : -4.5, ·, -2.8
40) CCS(=O)(=O)c1ncc(CN(C)Cc2nc3ccccc3[nH]2)n1Cc1ccccc1
 : 0.6, 1.2, ·
41) C=CCOc1c(OC)ccc2c1CN(CC=C)C(=O)CCN2CC(O)COc1ccc(OC)cc1 (stereo not drawn)
 : -2.9, 3.6, -9.1
42) COCc1[nH]n2c(=O)c(Cc3ccccc3)c(C)nc2c1-c1ccc(Cl)cc1
 : -4.1, -14.5, ·
43) CN(Cc1ccc(S(C)=O)cc1)C(=O)c1cc(F)ccc1F (stereo not drawn)
 : -4.9, 1.6, -15.5
44) CCS(=O)(=O)c1nc(S(=O)(=O)c2ccc(C)cc2)c(NC(C)C)s1
 : -7.5, 1.0, -4.1
45) CCC(C(=O)N(CCCOC)CC(=O)N(CCc1c[nH]c2ccccc12)Cc1ccc(F)cc1)c1ccccc1 (stereo not drawn)
 : -4.9, ·, -4.5
46) CC(C)(C)C(=O)N1CCN(c2ncnc3c2nnn3-c2cccc(F)c2)CC1
 : -4.2, -2.7, -7.2
47) CCN(CC)CCN(CC)CCC1=C(C)CCCC1(C)C
 : -4.3, -10.0, -6.9
48) COC(=O)[C@]1(C(C)C)N[C@H](c2ccnc3ccccc23)[C@@H]2C(=O)N(C)C(=O)[C@@H]21
 : -6.6, -0.9, ·
49) COc1cc2c(c(OC)c1OC)C(c1ccc3c(c1)nnn3C)CC(=O)N2 (stereo not drawn)
 : -0.5, -13.8, ·
50) Cc1nc(N(C)C)c2sc(=S)n(-c3ccccc3)c2n1
 : -6.0, -4.8, ·
51) CCCNC(=O)C1(C)CCCN(Cc2cc3ccccc3o2)C1 (stereo not drawn)
 : -2.7, -1.6, ·
52) CO[C@@H](C(=O)Nc1cc2c(C)cc(=O)oc2cc1C)c1ccccc1
 : -5.2, -4.3, -15.9
53) COC(=O)c1ccc(Nc2ncnc3[nH]ncc23)cc1
 : -6.0, 4.4, ·
54) CC(=O)N(C)C1CCN(Cc2cc(F)ccc2Br)CC1
 : -1.0, 4.6, ·
55) Cc1csc(Cc2n[nH]c(=O)n2[C@H](C)c2ccc(F)cc2)n1
 : -4.6, 5.0, -13.7
56) CC1C(=O)N(C)CCN1Cc1ccc(OCC(=O)N2CCOCC2)cc1 (stereo not drawn)
 : 0.7, -2.2, 0.1
57) O=c1c(C2NCCC3(O)CCCCC23)coc2ccc(Cl)cc12 (stereo not drawn)
 : -4.8, 17.2, -3.8
58) Cc1ccc(CNC(=O)COc2cc(=O)n3ccccc3n2)cc1
 : -4.6, -4.4, -8.7
59) Cc1ccc(F)cc1-n1c(CCCN2CCOCC2)n[nH]c1=O
 : -4.5, 5.1, ·
60) CCOC(=O)c1c(NC(=O)COc2ccc(C(C)C)cc2)sc2c1CCC2
 : -3.9, 12.7, -4.7

New compounds follow
Every second line gives: hcGAS lum, NPYLR7 ag, mcGAS inh
61) C=CCn1c(C2CC(=O)N(c3cc(C)cc(C)c3)C2)nc2ccccc21 (stereo not drawn)
 : -3.1, -1.6, ·
62) Cc1nccc(C(=O)NCc2ccc(N3CCCCC3)cc2)n1
 : -8.8, -15.9, ·
63) COc1cc(-c2cc(C(=O)NCc3cccc(Cl)c3C)c3ccccc3n2)cc(OC)c1OC
 : -5.2, 24.7, -5.5
64) Cc1cc(C)cc(Oc2coc3cc(OCC(O)Cn4nc(C)cc4C)ccc3c2=O)c1 (stereo not drawn)
 : 3.3, -2.8, -0.9
65) CCC(=O)N1CCN(C(=O)c2c(F)cc(OC(F)F)cc2F)CC1
 : -0.9, 5.2, -16.8
66) CCNC(=O)N1CCN(C(=O)CCOCC(F)(F)F)CC1
 : 0.9, -0.8, ·
67) COC(=O)NCCC(=O)N(Cc1ccccn1)c1ccc(F)cc1F
 : -8.8, 3.2, ·
68) CC1CN(S(=O)(=O)c2ccc(F)c(C(=O)O)c2)CC(C)O1 (stereo not drawn)
 : -11.9, -2.4, ·
69) CC1(C)ON=C(c2ccco2)N(CCOc2ccc(F)cc2)C1=O
 : 3.8, 9.8, ·
70) CC1(Cc2ccc(OC(F)(F)F)cc2)C(=O)Nc2ccc(OC(F)(F)F)cc21 (stereo not drawn)
 : -0.5, 2.1, -2.2
71) COc1cccc(-n2c(SC3CCOC3=O)nc3sc4c(c3c2=O)CCC4)c1 (stereo not drawn)
 : -5.6, -2.5, -6.5
72) Cc1ccc(Nc2nc(N3CCN(CCO)CC3)nc3nccnc23)cc1C
 : 6.4, 0.6, ·
73) COc1ccccc1CCC(=O)Nc1ccc2c(c1)CN(C(=O)c1snnc1C)CC2
 : -3.7, 6.4, ·
74) CNC(=O)[C@@H]1C[C@H](N)CN1S(=O)(=O)N1CCCCC1
 : 2.8, ·, -1.1
75) Cn1ccnc1-c1ccc(Oc2ccc(CN3CCCC3)cc2)nn1
 : -12.8, -1.0, ·
76) C=CCN1CCC(C(=O)NC(c2ccc(Cl)cc2)c2ccsc2)CC1 (stereo not drawn)
 : -4.7, -9.3, -3.0
77) CO/C=C/C1C(c2ccc([N+](=O)[O-])cc2)C(C#N)=C(c2ccccc2)OC1(OC)OC (stereo not drawn)
 : -4.8, 8.7, ·
78) CC1CN(C(C(=O)NC2CC2)c2ccc(F)cc2)CC(C)(C)O1 (stereo not drawn)
 : -14.5, 5.8, ·
79) COCCn1c(-c2cccc(C)c2)nn(CN2CCCC(C(N)=O)C2)c1=S (stereo not drawn)
 : -6.8, 5.3, ·
80) O=C(Nc1cccc(F)c1)c1c(O)c2ccccc2[nH]c1=O
 : -0.5, -7.5, -3.6
81) CC(C)(C)CC(C)(C)c1ccc(OCC(=O)NNC(=O)/C=C/c2ccccc2)cc1
 : -6.0, -1.9, ·
82) CN(CC(=O)Nc1cccc(OC2CCCC2)c1)c1ccc(C#N)cn1
 : -1.1, 5.9, ·
83) CCCNC(=O)Cn1c(-c2nnc(C(C)C)o2)cc2ccccc21
 : -5.0, -3.7, -8.6
84) COCc1c(Br)c(C)nc(OCC(=O)N/N=C\c2ccc(-c3cc([N+](=O)[O-])ccc3Cl)o2)c1C#N
 : -3.3, -10.9, -5.2
85) CC(C)NC(=O)c1ccc(-c2cc(-c3ccc(N4CCCCC4)cc3)n[nH]2)cc1
 : -11.7, 4.4, -6.5
86) CC1=CC[C@@H]2CN(C(=O)c3ccccc3N3CCOCC3)C[C@@H]2C1
 : -3.3, 2.8, ·
87) O=c1[nH]c2ccccc2cc1CN1CCNC(c2ccccc2)C1 (stereo not drawn)
 : -3.6, 12.4, -9.1
88) CC(C)(C)c1csc(NC(=O)c2ccc(Cl)c([N+](=O)[O-])c2)n1
 : -1.9, 0.0, -4.6
89) COc1ccc(-n2ncc(C(=O)N(C)C)c2C)cc1
 : 1.6, 10.5, 0.5
90) CCC(C)c1cc(C(=O)OCC(N)=O)on1 (stereo not drawn)
 : -8.6, 20.7, ·
91) O=C(CCn1ccccc1=O)N1CCOC(C(F)(F)F)C1 (stereo not drawn)
 : -6.4, -1.5, -11.3
92) O=C(CNC(=O)c1ccc2c(c1)OCO2)N=Nc1c(O)n(Cc2ccc3c(c2)OCO3)c2ccccc12
 : -0.7, -2.0, -2.6
93) Fc1ccc(-n2cccn2)c(C2NCCc3[nH]cnc32)c1 (stereo not drawn)
 : -9.7, 9.4, ·
94) COc1ccc(Cl)cc1C1=N/C(=C/c2cc(OC)c(OC)c(OC)c2)C(=O)O1
 : 2.0, -1.7, -1.2
95) Clc1cccc(C2c3cccn3CCCN2Cc2cccs2)c1 (stereo not drawn)
 : -5.5, 13.8, -6.3
96) Cc1c(C)n2c3c(=O)n(CCN4CCCCC4)c(=O)n(C)c3nc2n1-c1cccc(Cl)c1
 : -13.0, 22.1, ·
